Rv3671c inh: inhibits the M. tuberculosis serine protease Rv3671c. inhibition, % at 5.96 µM. 320,000 compounds, 0.048% hits; in the data active means inhibition above about 38%;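 further: extracellular domain of Rv3671c used as enzyme; 0% = enzyme with DMSO and 100% = no enzyme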
Target sequence (P9WHR9 whole entry, looked up, the tested form may be a part): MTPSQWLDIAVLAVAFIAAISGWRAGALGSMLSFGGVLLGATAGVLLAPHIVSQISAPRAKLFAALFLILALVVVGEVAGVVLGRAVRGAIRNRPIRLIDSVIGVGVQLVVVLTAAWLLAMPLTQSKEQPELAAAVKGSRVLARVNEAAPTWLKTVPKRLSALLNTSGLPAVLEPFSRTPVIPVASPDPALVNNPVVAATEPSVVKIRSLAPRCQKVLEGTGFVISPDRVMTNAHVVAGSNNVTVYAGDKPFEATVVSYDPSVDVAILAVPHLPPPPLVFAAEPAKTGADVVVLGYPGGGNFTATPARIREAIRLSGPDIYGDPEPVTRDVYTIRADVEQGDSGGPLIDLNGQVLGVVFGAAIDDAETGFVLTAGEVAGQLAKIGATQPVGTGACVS
BoNT-A LC inh2: blocks Botulinum neurotoxin A light chain protease; multiplex microsphere protease substrate cleavage, flow cytometry; inhibition, % at 10 µM; 360,000 compounds, 0.17% hits; AID 588499; further: plate controls were buffer without enzyme for full effect and enzyme alone for no effect
Anthrax LF inh2: anthrax lethal factor protease inhibition | multiplex microsphere protease cleavage assay, LF | inhibition, % at 10 µM | 360,000 compounds, 0.12% hits; further: plate controls were buffer without enzyme for full effect and enzyme alone for no effect
CCHF vOTU inh: CCHFV vOTU protease inhibition; 370,000 compounds, 0.55% hits; Pep-AMC fluorescence; inhibition, % at 11.5 µM; in the data active means inhibition above about 30%; further: 0% = vehicle wells with enzyme and 100% = no enzyme wells
SARS 3CLpro inh: SARS-CoV 3CLpro protease inhibition; inhibition, % at 6 µM; AID 1706; P0C6X7; recombinant SARS-CoV 3CLpro, quenched FRET peptide cleavage; 290,000 compounds, 0.14% hits; in the data active means inhibition above about 12%
MazEF act: activators of E. coli MazEF toxin-antitoxin RNase | P0AE70 | FAM/BHQ RNA-DNA oligo cleavage fluorescence, 5 h | activation, % at 20 µM | 350,000 compounds, 0.32% hits | AID 504720; in the data active means activation above about 50%
Target sequence (P0AE70 whole entry, looked up): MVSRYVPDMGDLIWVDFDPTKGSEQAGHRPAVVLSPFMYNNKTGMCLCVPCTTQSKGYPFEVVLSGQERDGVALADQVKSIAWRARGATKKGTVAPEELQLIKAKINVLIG
PrPC surface inh: inhibitors of human cell surface prion protein PrPC; TR-FRET read-out; inhibition, % at 13.8 µM; 370,000 compounds, 0.43% hits; P04156; in the data active means inhibition above about 24%; further: 0% = median of the test wells and 100% = reference compound wells
PriA SSB inh: inhibitors of Klebsiella pneumoniae PriA binding to SSB C-terminal tail. AID 1272365. 430,000 compounds, 0.6% hits. AlphaScreen SSBct-PriA binding, biotinylated peptide. inhibition, % at 33 µM; in the data active means inhibition mostly above about 37%, no sharp cut-off; inactive means mostly below about 20%;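 further: plate controls were negative control peptide for no effect and reference peptide for full effect; strong numbers were not always called active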
BoNT-F LC inh: inhibitors of Botulinum neurotoxin F light chain protease | Multiplex microsphere protease cleavage assay, flow cytometry | inhibition, % at 10 µM | 360,000 compounds, 0.22% hits | AID 588497; in the data active means inhibition above about 35%, passing the limit was not always enough; inconclusive means no clear call, values can overlap the other calls; further: plate controls were buffer without enzyme for full effect and enzyme alone for no effect
VHR inh abs: inhibitors of human VHR1 phosphatase (DUSP3). P51452. 290,000 compounds, 0.52% hits. recombinant VHR phosphatase, pNPP absorbance. inhibition, % at 13.3 µM; in the data active means inhibition above about 50%; further: some compounds called inactive have numbers as strong as hits
Target sequence (P51452 whole entry, looked up): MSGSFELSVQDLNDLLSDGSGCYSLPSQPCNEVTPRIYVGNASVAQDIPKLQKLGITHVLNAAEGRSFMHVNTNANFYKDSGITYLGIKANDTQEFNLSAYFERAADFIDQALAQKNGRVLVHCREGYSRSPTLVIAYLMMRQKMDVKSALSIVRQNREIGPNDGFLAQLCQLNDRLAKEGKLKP
Active calls of the source: *; ? = inconclusive; · = no result given; & = joins results of further samples. Unless noted, no stated cut-off is given here; in the data, active means inhibition above about 30%; inconclusive means no clear call, values can overlap the other calls; inactive means below that. Some of the compounds tested; rates above refer to the full screens.

Codes – A = Rv3671c inh; B = BoNT-A LC inh2; C = Anthrax LF inh2; D = CCHF vOTU inh; E = SARS 3CLpro inh; F = MazEF act; G = PrPC surface inh; H = PriA SSB inh; I = BoNT-F LC inh; J = VHR inh abs
1. O=C(Nc1nnc(-c2ccccc2)o1)c1cc(Cl)sc1Cl
  A: -2	B: -1.0	C: -1	D: 9	E: 1	F: -5	G: 5	H: -8&-14	I: -5	J: 0

2. COc1ccc(NC(=O)CN(c2ccc(OC)c(Cl)c2)S(=O)(=O)c2ccccc2)cc1
  A: -11	B: -2.3	C: -14	D: -9	E: 3	F: -8	G: 8	H: -7	I: -15	J: 12

3. CCOc1ccccc1/C=C(\C#N)C(=O)Nc1cccc(C(=O)O)c1
  A: 5	B: -0.6	C: -5	D: -12	E: -2	F: 8	G: 3	H: -7	I: -3	J: 30

4. COc1ccc(N2CCN(C(=O)c3ccccc3Br)CC2)c([N+](=O)[O-])c1
  A: -12	B: -0.7	C: 1	D: -5	E: 3	F: -15	G: -15	H: 24	I: 2	J: 6

5. CCCCn1c(O)c(C(CC)=Nc2ccc(OCC)cc2)c(=O)[nH]c1=O
  A: -3	B: -0.9	C: 1	D: 3	E: 2	F: 55*	G: 1	H: -4	I: -4	J: 4

6. COc1cccc(CNC(=O)CN2C(=O)CCSc3ccc(S(=O)(=O)N4CCCC4)cc32)c1
  A: 0	B: 1.6	C: 0	D: -9	E: 7	F: -2	G: 6	H: -11	I: 0	J: 11

7. N#C/C(C(=O)NCc1ccccc1)=C1/N=C(NC(=O)c2cccs2)c2ccccc21
  A: -3	B: 4.6	C: 2	D: -1	E: 2	F: 24	G: 2	H: 2	I: 6	J: 26

8. N#Cc1cc(Br)ccc1N=C1CCCN1c1ccccc1
  A: -12	B: 1.7	C: 2	D: 4	E: 2	F: 0	G: -3	H: -16	I: 4	J: 8

9. COC(=O)c1c(NC(=O)C2CC2)sc2c1CCCC2
  A: -1	B: -0.3	C: -1	D: 16	E: -2	F: -5	G: 5	H: -20	I: -2	J: 36

10. CCOC(=O)N1CCN(C(=O)c2ccc(Cn3c(=S)[nH]c4cc(C(=O)OC)ccc4c3=O)cc2)CC1
  A: 2	B: -2.8	C: 2	D: 8	E: 3	F: 10	G: -5	H: 0	I: 0	J: 8

11. O=C(N/N=C/C=C/c1ccco1)c1cccs1
  A: 2	B: -0.9	C: -1	D: 11	E: 1	F: 8	G: -5	H: ·	I: -4	J: 37

12. CCCNc1c(N)c(=O)oc2ccccc12
  A: -2	B: 1.0	C: -1	D: -3	E: 2	F: 6	G: -1	H: 0	I: -1	J: 20

13. O=Cc1cn(-c2ccccc2)nc1-c1ccc2c(c1)OCCO2
  A: -7	B: -0.1	C: -5	D: -4	E: 4	F: -14	G: 4	H: -5	I: 5	J: 22

14. Cc1cc(O)c2/c(=N\N)c(-c3csc(C)n3)coc2c1
  A: -7	B: -0.1	C: -6	D: 3	E: -3	F: 7	G: 9	H: ·	I: -1	J: 15

15. COc1cc(N2C(=O)c3ccccc3C2=O)c(Cl)cc1C(=O)OCC(=O)N(C)C
  A: -2	B: 0.0	C: 6	D: -4	E: 3	F: 6	G: -2	H: 2	I: 8	J: 9

16. CN=C1SC(CC(=O)Nc2cc(Cl)ccc2Cl)C(=O)N1C (centres undefined)
  A: 11	B: 2.5	C: 0	D: -1	E: 5	F: -3	G: -6	H: -7	I: 7	J: 37

17. COC(=O)C1CC(=O)N(c2ccc(OCc3ccccc3Cl)cc2)C1 (centres undefined)
  A: 3	B: -0.7	C: -17	D: -15	E: 2	F: -1	G: -1	H: -15	I: ?	J: 12

18. COc1cc2c(=O)n(Cc3ccco3)c(=O)n(CC(=O)c3ccc(Br)cc3)c2cc1OC
  A: 4	B: -0.1	C: -1	D: 5	E: -3	F: 1	G: 1	H: -5	I: 2	J: -6

19. COc1ccc(S(=O)(=O)N2CCCCC2)cc1NC(=O)C1CSC2(C)CCC(=O)N12 (centres undefined)
  A: -4	B: -13	C: 0	D: 8	E: 4	F: 5	G: 6	H: -7	I: -22	J: 41

20. Cc1ccc(C)c(NC(=O)COC(=O)CCC(=O)c2cccs2)c1
  A: 7	B: 0.9	C: -2	D: -16	E: 8	F: 2	G: 7	H: -6	I: 0	J: 13

21. COc1cccc(-c2ccc(SCC(=O)c3ccccc3)nn2)c1
  A: -16	B: 1.3	C: -5	D: -4	E: -1	F: -10	G: -1	H: -19	I: 0	J: 6

22. CCOC(=O)Cc1csc(NC(=O)CCCC(=O)O)n1
  A: -2	B: -0.7	C: -6	D: -8	E: 2	F: -9	G: 3	H: -1	I: -17	J: 3

23. CS(=O)(=O)c1ccc(Nc2nc(C(N)CCc3ccccc3)cs2)cc1 (centres undefined)
  A: ·	B: -0.1	C: -6	D: 4	E: ·	F: ·	G: -1	H: ·	I: 2	J: ·

24. O=C(COc1ccccc1Cl)NNC(=O)c1cc(S(=O)(=O)N2CCOCC2)ccc1N1CCCC1
  A: -2	B: -0.3	C: -2	D: -3	E: -1	F: -3	G: 6	H: -2	I: 1	J: 5

25. O=C(NCCCO)c1ccc2[nH]c3ccccc3c2c1
  A: 5	B: 0.1	C: -8	D: -13	E: -1	F: 5	G: -2	H: -8	I: 6	J: 18

Entries of single compounds, quoted from the list. Order of values: Rv3671c inh	BoNT-A LC inh2	Anthrax LF inh2	CCHF vOTU inh	SARS 3CLpro inh	MazEF act	PrPC surface inh	PriA SSB inh	BoNT-F LC inh	VHR inh abs
Profile of `O=C(N/N=C/C=C/c1ccco1)c1cccs1` = 2	-0.9	-1	11	1	8	-5	·	-4	37
Profile of `N#Cc1cc(Br)ccc1N=C1CCCN1c1ccccc1` = -12	1.7	2	4	2	0	-3	-16	4	8
Profile of `O=C(NCCCO)c1ccc2[nH]c3ccccc3c2c1` = 5	0.1	-8	-13	-1	5	-2	-8	6	18
Profile of `N#C/C(C(=O)NCc1ccccc1)=C1/N=C(NC(=O)c2cccs2)c2ccccc21` = -3	4.6	2	-1	2	24	2	2	6	26

(list continues)
Codes – A = Rv3671c inh; B = BoNT-A LC inh2; C = Anthrax LF inh2; D = CCHF vOTU inh; E = SARS 3CLpro inh; F = MazEF act; G = PrPC surface inh; H = PriA SSB inh; I = BoNT-F LC inh; J = VHR inh abs
26. COc1ccc(-c2noc(CN(C(=O)c3ccc4c(c3)OCO4)C(C)C)n2)cc1
  A: -5	B: 1.0	C: 2	D: 10	E: -1	F: 0	G: 9	H: -3	I: -9	J: 8

27. O=C(CNC(=O)C1COc2ccccc2O1)N/N=C\c1ccccc1Cl (centres undefined)
  A: -12	B: 2.2	C: 2	D: 0	E: -1	F: 5	G: -1	H: ·	I: 2	J: 56*

28. Cc1cccc(NC(=O)CS(=O)(=O)Cc2ccccc2)n1
  A: 2	B: 2.2	C: 0	D: -1	E: 6	F: 0	G: -8	H: -14	I: 13	J: -15

29. COC(=O)C/C(N)=C(\C#N)C(=O)OC
  A: 0	B: 0.0	C: -2	D: -12	E: 1	F: -2	G: -5	H: ·	I: -6	J: -6

30. CC(C)(CO)NCc1c(OCc2ccc(Cl)cc2)ccc2ccccc12
  A: 4	B: -1.9	C: -10	D: 8	E: -2	F: 14	G: -26	H: 1	I: ?	J: -8

31. COc1cc(C(=O)NCCOc2ccccc2C)cc(OC)c1OC
  A: -4	B: -1.3	C: -13	D: 22	E: -7	F: -4	G: -5	H: -8	I: -3	J: -6

32. Cc1ccc(CC2CC(=O)N(c3nc4ccccc4s3)C2=O)cc1 (centres undefined)
  A: -2	B: -1.1	C: -6	D: -16	E: 4	F: 4	G: 5	H: 2	I: -3	J: 30

33. COC(=O)C1=C(c2cccc(OCc3ccccc3)c2)C[C@@H]2CC[C@H]1N2C(=O)NCc1cccc(F)c1
  A: -12	B: -0.3	C: -2	D: -7	E: ·	F: 2	G: 13	H: -10	I: -7	J: ·

34. Cc1[nH]c(=O)[nH]c(=O)c1S(=O)(=O)N1CCC(C(=O)N2CCN(c3cccc(C(F)(F)F)c3)CC2)CC1
  A: 0	B: 0.2	C: -5	D: -13	E: 1	F: -2	G: 3	H: -5	I: -2	J: -2

35. Cn1c(SCC(=O)NNC(=O)Cc2ccccc2)nnc1-c1ccccc1
  A: 6	B: -0.1	C: 1	D: -11	E: 0	F: 2	G: 3	H: -13	I: -3	J: 6

36. Cc1ccc(/C=N/NC(=O)c2nnn(-c3nonc3N)c2C)o1
  A: ·	B: 3.2	C: -6	D: -5	E: 5	F: -2	G: -4	H: ·	I: 4	J: 16

37. Cc1cc(C)cc(NC(=O)CC2Oc3ccc(C)cc3NC2=O)c1 (centres undefined)
  A: 2	B: 0.5	C: 14	D: -11	E: -4	F: -4	G: -1	H: 6	I: 13	J: -5

38. CSc1ccccc1NS(=O)(=O)c1ccc2c(c1)OCCO2
  A: 7	B: -0.5	C: -1	D: -1	E: 0	F: -6	G: 8	H: -11	I: -1	J: -6

39. COc1ccc(OC)c(-c2nnc3n2N=C(c2ccc(OC(F)F)c(OCC4CC4)c2)CS3)c1
  A: -36	B: -0.5	C: -9	D: 16	E: ·	F: 1	G: 7	H: 15	I: -4	J: ·

40. Cc1cc(C(=O)COC(=O)CN=C2NS(=O)(=O)c3ccccc32)c(C)n1CCc1ccc(Cl)cc1
  A: -59	B: 0.0	C: -3	D: 0	E: 1	F: -8	G: 8	H: 10	I: -12	J: -4

41. Cc1ccc2c(c1)N(CC(=O)N1CCCCC1c1cccnc1)C(=O)CO2 (centres undefined)
  A: -8	B: 1.0	C: 2	D: -7	E: -3	F: -6	G: 0	H: -11	I: 0	J: -8

42. Cc1ccccc1-n1nc(SCC(=O)O)sc1=S
  A: 5	B: 0.3	C: -6	D: 3	E: 8	F: 9	G: 6	H: -3	I: -2	J: 34

43. CCc1ccc(/C=N/NC(=O)c2nnn(-c3nonc3N)c2CN2CCc3ccccc32)cc1
  A: -23	B: 0.6	C: -3	D: 18	E: 1	F: 9	G: 8	H: ·	I: -6	J: 2

44. CC(=O)Nc1nc(C(F)(F)F)cs1
  A: 9	B: -0.3	C: 2	D: 0	E: -2	F: 3	G: -1	H: 0	I: -3	J: 39

45. O=C(Nc1ccc2c(c1)OCCO2)C(c1ccnc2ccccc12)N1CCN(C/C=C/c2ccccc2)CC1 (centres undefined)
  A: ·	B: 0.0	C: -1	D: 3	E: ·	F: ·	G: -11	H: ·	I: 4	J: ·

46. Cc1ccc(-n2sc3cc(F)ccc3c2=O)c(C)c1
  A: ·	B: 3.9	C: -2	D: -1	E: ·	F: -21	G: -5	H: ·	I: -2	J: ·

47. C/C(=N\Nc1nncc2ccccc12)c1ccc(Cl)c([N+](=O)[O-])c1
  A: 1	B: 0.1	C: -2	D: 2	E: -3	F: 10	G: -1	H: ·	I: 20	J: 4

48. O=S(=O)(c1cccc(NC(=S)N2CCN(c3ccccc3)CC2)c1)C(F)F
  A: -8	B: -0.7	C: 2	D: -2	E: 13*	F: 3	G: 5	H: 9	I: -8	J: -6

49. O=C(c1ccc(C(F)(F)F)cc1)C1CCCN(C(=O)CCN2CCCO2)C1 (centres undefined)
  A: -5	B: 0.1	C: -1	D: 1	E: 1	F: 5	G: -4	H: -2	I: -3	J: 20

50. COc1ccc(CNc2ncccc2[N+](=O)[O-])cc1
  A: -5	B: -0.7	C: -11	D: 5	E: 5	F: -3	G: -9	H: 10	I: 5	J: 23

Screening results as filed in PubChem.
